# DAX1 inh-1: NR0B1 (DAX1) inhibition. 340,000 compounds, 0.99% hits. HEK293 Gal4-DAX1 luciferase reporter, luminescence. inhibition, % at 6.75 µM. AID 504766. P51843;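 active = inhibition above the mean over all tested compounds plus 3 SD, cut at about 4.2% in these data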;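 also: 0% = DAX1-transfected cells with DMSO and 100% = empty-vector control cells with DMSO; inhibition shows as a rise in luminescence from relieved DAX1 repression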
# Target sequence (P51843 207-470 limits assumed): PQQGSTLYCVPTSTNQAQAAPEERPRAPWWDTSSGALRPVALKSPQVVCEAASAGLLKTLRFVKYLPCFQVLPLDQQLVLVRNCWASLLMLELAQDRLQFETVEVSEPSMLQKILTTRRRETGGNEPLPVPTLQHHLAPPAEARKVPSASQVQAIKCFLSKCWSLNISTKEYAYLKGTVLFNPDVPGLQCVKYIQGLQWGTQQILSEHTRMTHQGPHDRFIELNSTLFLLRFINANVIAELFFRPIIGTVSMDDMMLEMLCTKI
# ssDAF-12 act: activators of S. stercoralis DAF-12 nuclear receptor; HEK293 ssDAF-12/GRIP1 lit1-tk-luc reporter, luminescence; % of 3 µM dafachronic acid response; 370,000 compounds, 1% hits; AID 652126; activation, % at 6.8 µM;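 active = activation above the mean over all tested compounds plus 3 SD, cut at about 0.9% in these data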;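 also: 0% = DMSO-only wells and 100% = 3 µM delta7-dafachronic acid wells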
# hgDAF-12 ag: activates the H. glycines DAF-12 receptor ligand-binding domain; activation, % at 6.8 µM; HEK293 GAL4-hgDAF12 UAS-luciferase reporter, agonist luminescence; normalized to butyrate control; 370,000 compounds, 1.8% hits;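 active = activation above a cutoff set at the mean of all screened compounds plus 3 SD, cut at about 10% in these data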;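 also: 0% = DMSO wells and 100% = sodium butyrate wells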
# GAA850 FXN act: increases GAA850 frataxin promoter reporter activity | HEK293 lucGAA850 FXN promoter luciferase reporter, 24 h; percent of 10 µM SAHA response | activation, % at 6 µM | 360,000 compounds, 0.56% hits;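 active = activation above the average of all compounds screened plus 3 SD, cutoff fixed separately per campaign, cut at about 7.5% in these data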;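 also: 0% = DMSO wells and 100% = 10 µM SAHA wells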
# DAX1 inh-2: inhibitors of DAX1 repression of SF-1 activated StAR promoter. HEK293T StAR-luciferase reporter, SF-1/DAX-1 repression relief. inhibition, % at 6.8 µM. 370,000 compounds, 1.1% hits. AID 652010;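 active = inhibition above the mean over all tested compounds plus 3 SD, cut at about 3.6% in these data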;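 also: 0% = DAX-1 cells with DMSO and 100% = cells lacking DAX-1 with DMSO; higher inhibition means more luminescence from relief of DAX-1 repression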
# ADAM17 inh: ADAM17 inhibition, QFRET primary screen; recombinant ADAM17, EDANS/DABCYL FRET peptide cleavage; inhibition, % at 6.95 µM; 370,000 compounds, 0.83% hits;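 active = inhibition above the mean of compounds lying between control limits plus 3 SD, set per campaign, cut at about 8.5% in these data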;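 also: 0% = DMSO-only wells as the low control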
# PLC-gamma1 inh: inhibitors of human phospholipase C gamma1 | AID 720700 | P19174 | 370,000 compounds, 0.84% hits | purified PLC-gamma1, fluorogenic substrate, fluorescence | inhibition, % at 12.2 µM; in the data active = inhibition above about 9.5%
# PLC-beta3 inh: blocks human PLC-beta3 enzyme activity; Q01970; Purified PLC-beta3, fluorogenic substrate, fluorescence; inhibition, % at 12.2 µM; 370,000 compounds, 0.18% hits; AID 720704; in the data active = inhibition above about 11%;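 also: 0% = median of compound wells on plate and 100% = full blocker control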
# HGIII-sPLA2 inh: Blocks human group III sPLA2 activity. AID 743126. 370,000 compounds, 0.56% hits. QFRET BODIPY PC-A2 liposome hydrolysis, fluorescence. Q9NZ20. inhibition, % at 12.2 µM;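 active = inhibition above mean plus 3 SD of compounds lying within the high and low control bounds, cut at about 19% in these data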;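 also: 0% = median of test compound wells and 100% = no enzyme DMSO wells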
# hcDAF-12 act: activates DAF-12 receptor from parasite H. contortus; HEK293 hcDAF-12 lit1-tk-luc reporter, luminescence; 0% DMSO, 100% Δ7-dafachronic acid; activation, % at 6.8 µM; 370,000 compounds, 1.4% hits;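 active = activation above the mean of all tested compounds plus 3 SD, cut at about 5.5% in these data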;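 also: 100% = response to 3 µM Δ7-dafachronic acid high control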
# ADAM10 inh: inhibitors of human ADAM10 | 370,000 compounds, 0.62% hits | O14672 | inhibition, % at 7 µM | recombinant ADAM10, EDANS/DABCYL FRET peptide cleavage, 3 h;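 active = inhibition above a per-campaign cutoff equal to the mean of compounds falling between control-based bounds plus 3 SD, cut at about 20% in these data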;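 also: 0% = DMSO wells while the 100% control is not disclosed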
# Target sequence (O14672 214-748 limits assumed): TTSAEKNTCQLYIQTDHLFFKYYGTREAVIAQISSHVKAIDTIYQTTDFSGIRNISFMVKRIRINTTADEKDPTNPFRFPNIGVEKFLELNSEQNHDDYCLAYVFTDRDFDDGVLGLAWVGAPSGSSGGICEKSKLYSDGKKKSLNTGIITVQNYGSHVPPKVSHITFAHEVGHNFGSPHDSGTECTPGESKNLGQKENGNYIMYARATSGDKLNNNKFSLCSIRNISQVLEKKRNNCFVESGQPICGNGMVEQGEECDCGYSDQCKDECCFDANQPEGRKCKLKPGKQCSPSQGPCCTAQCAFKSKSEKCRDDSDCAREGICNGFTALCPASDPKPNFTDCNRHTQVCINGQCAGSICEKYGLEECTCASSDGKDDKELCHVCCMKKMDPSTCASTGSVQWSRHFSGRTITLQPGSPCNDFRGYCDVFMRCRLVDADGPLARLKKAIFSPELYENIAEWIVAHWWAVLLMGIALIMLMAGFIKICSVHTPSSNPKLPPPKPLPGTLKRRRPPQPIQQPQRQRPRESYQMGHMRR
# An asterisk follows results filed as active; · = no result given; & = joins results of further samples; ! = not confirmed by another sample. Hits appear at their usual frequency; 6.9% or so of the library scored in one or more.
SMILES,DAX1 inh-1,ssDAF-12 act,hgDAF-12 ag,GAA850 FXN act,DAX1 inh-2,ADAM17 inh,PLC-gamma1 inh,PLC-beta3 inh,HGIII-sPLA2 inh,hcDAF-12 act,ADAM10 inh
Clc1ccccc1CN1CCN(/N=C/C=C\c2ccco2)CC1,·,0.0,0.6,3.9,0.2,0.7,1.4,0.4,8.9,-1.2,-3.1
CCOC(=O)c1cnc2c(cnn2C)c1Cl,-1.2,-1.7,0.6,0.3,0.1,-1.4,2.1,-3.3,-1.8,-1.7,-2.8
COc1cccc(NC(=O)CSc2ccc3nnc(-c4ccncc4)n3n2)c1,0.2,-1.1,0.6,-0.4,-0.1,-1.0,0.3,1.1,-1.1,-0.9,-11.1
COc1cccc(N(C(=O)c2ccco2)C(C(=O)NC2CCCC2)c2ccc(N(C)C)cc2)c1 (stereo not given),1.0,-0.4,0.7,-2.8,-0.2,-0.3,3.3,-0.3,3.8,2.4,-3.9
CCCc1ccc2oc(C(=O)N3CCN(CC(=O)NC(C)C)CC3)c(C)c2c1,-0.6,-1.3,0.8,0.2,0.3,1.7,6.3,-2.3,1.7,-2.5,1.7
COC(=O)c1c(-c2ccc(Br)cc2)csc1NC(=O)Cc1ccc(OC)c(OC)c1,-0.9,-1.5,-2.8,-0.3,-2.0,2.4,0.8,-4.5,-8.8,-3.2,13.3
Cc1cc(-c2ccccc2)c2ccc(NC(=O)C(C)(C)C)nc2n1,-2.2,-1.6,-1.4,-2.2,-1.2,-69.1,-23.1,-36.0,0.3,-1.8,-154.2
N=C1/C(=C\c2ccc(SCc3ccccc3)o2)C(=O)N=C2SC(CC(=O)N3CCOCC3)=NN12,0.7,-1.9,-2.2,-0.5,0.7,-5.0,-23.5,-38.9,-24.2,2.6,3.4
COc1ccc(NC(=O)C(=O)NCC2CCCN2S(=O)(=O)c2cccs2)cc1 (stereo not given),-2.9,-0.4,2.7,-4.4,-2.9,-4.4,-3.9,-6.6,2.3,-2.2,-10.7
Cc1ccc(C(=O)Nc2ccccc2N2CCCC2)cc1,-0.2,-0.9,0.9,2.4,-0.1,1.5,1.2,-6.5,0.7,-0.8,0.8
CC(c1nc2ccccc2[nH]1)n1c(=O)c(-c2cccs2)nc2ccccc21 (stereo not given),·,-0.6,-1.1,·,-1.8,-122.7,-80.0,-116.7,-0.9,-0.9,-378.0
COc1ccc(NC(=O)CC2SC(=Nc3ccccc3)NC2=O)cc1 (stereo not given),-1.1,-1.0,2.3,-2.8,-1.1,-5.8,-1.6,5.1,-11.2,-1.7,0.6
O=c1c2c3n(c(=O)nc2[nH]n1-c1ccccc1)CCCCC3,-0.3,-1.4,-1.8,1.1,0.1,2.0,4.9,4.7,3.4,-1.9,5.4
Cc1cc(C)nc(SCC(=O)Nc2ccc(S(=O)(=O)Nc3nccs3)cc2)n1,-0.2,-0.4,2.5,3.8,0.2,1.0,3.2,1.3,-16.6,0.6,14.5
CC(=O)c1cccc(NC(=O)c2onc(C)c2Cl)c1,0.9,-1.0,1.3,2.4,0.7,-1.4,3.4,4.2,-2.2,-1.8,-5.1
COCCCNC(=O)C[C@H]1C[C@H](C(=O)N2CCOCC2)[C@@]2(CCC3CCCC3)c3[nH]c4cc(CCC(=O)N(C)C)ccc4c3CCN2C1=O,-0.1,-0.9,0.1,4.0,-1.3,3.5,-0.6,3.7,2.5,-0.2,-3.1
COc1ccc(S(N)(=O)=O)cc1C(=O)NCCCN1CCN(c2ccccc2OC)CC1,-0.3,-1.5,-6.6,-3.0,-0.5,-2.3,0.2,-3.2,13.1,-4.2,-17.2
COc1ccccc1C(=O)N1CCCC1(C#N)c1ccccc1 (stereo not given),1.4,-1.4,-0.1,-0.7,-0.1,-3.8,1.1,2.0,-0.4,-0.2,-0.6
COC(=O)[C@]12C[C@H](CC(=O)NCC34CC5CC(CC(C5)C3)C4)C(=O)N(Cc3ccccc3)C1=C[C@H](C(C)C)O[C@@H]2C1CC1,·,-1.3,-0.5,·,-1.1,-0.2,1.4,1.8,-9.6,-2.9,7.0
Cc1ccc(NC(=S)N/C(=N/S(=O)(=O)c2ccccc2)c2ccccc2)cc1,2.8&2.2,-0.3&-0.4,18.1*!,6.3&3.2,5.6*!,-1.3&1.3,16.5*!,-2.0&-0.9,3.7&-0.6,1.7&3.6,-4.1&6.9
CC1(C(=O)NCc2ccc(C(F)(F)F)cc2)CCN1Cc1ccccc1OC(F)F (stereo not given),·,-2.0,-1.1,0.4,-0.8,1.9,-0.9,-0.4,-2.9,-2.4,13.2
Cc1nn(C)cc1C(=O)NNC(=S)Nc1ccccc1,0.3,-1.0,4.7,5.8,1.3,-2.0,0.2,-1.7,-1.3,1.0,6.1
COc1cc2nc(CN(CCC(C)C)Cc3nc4cc(OC)c(OC)cc4c(=O)[nH]3)[nH]c(=O)c2cc1OC,-1.1,-1.3,-2.4,1.3,0.5,-2.6,-4.3,-11.5,4.8,-0.4,-5.8
COc1ccc(CC(=O)Nc2cccc(SC)c2)cc1,-0.5,0.0,-0.5,2.0,-0.5,-1.7,1.5,4.0,-10.4,0.6,-2.1
CCOC(=O)c1nncc(-c2ccccc2)n1,0.8,-0.5,0.5,1.2,0.1,4.2,3.9,11.2*,1.2,0.2,-2.0
CCOc1ccc(C(C)NC(=S)NC2CCCCC2)cc1OCC (stereo not given),-0.9,-2.9,-1.2,-2.2,-1.3,0.1,2.6,-2.4,13.4,-1.6,-2.6
Cc1ccc(S(=O)(=O)N2C[C@H]3[C@H]4C(=O)N(C5CCCCC5)C(=O)[C@H]4CC(=O)[C@H]3[C@@H]2c2cccc3ccccc23)cc1,·,-0.8,-3.0,·,0.0,-3.2,1.6,1.0,-3.4,0.1,4.5
O=c1c2ccc(Cl)cc2[nH]c(=S)n1CCCN1CCOCC1,-0.3,-1.6,0.1,1.9,1.7,2.8,2.9,12.2*,3.2,0.6,7.8
CCN(CC)S(=O)(=O)c1ccc(C)c(NC(=O)CNc2cccc(S(=O)(=O)N3CCCC3)c2)c1,-1.9,-1.6,-5.3,-1.0,-5.5,3.3,-0.1,-2.7,-15.1,-1.2,-2.2
O=C(/C=C/Nc1ccc(S(=O)(=O)Nc2ncccn2)cc1)c1ccc(Cl)c(Cl)c1,3.8,-0.8,-0.2,1.4,0.6,1.4,-4.1,-5.8,-3.9,3.2,0.4
COc1cc(C)c(C)cc1S(=O)(=O)N1CCCCC1c1cccnc1 (stereo not given),-1.4,-1.1,-1.8,0.3,-0.4,-0.1,1.1,3.7,-2.6,1.1,4.9
COc1ccc(S(=O)(=O)N2CCCCCC2)cc1C(=O)NCc1ccccc1Cl,-0.9,-0.6,2.4,3.3,1.5,-1.7,6.8,-4.9,10.0,0.2,-9.8
Cc1ccc(SCc2cn3cc(Cl)ccc3n2)cc1,-1.9,0.0,4.3,3.8,0.3,-2.0,1.0,-11.1,2.1,0.7,-1.6
CC1CCCCN1S(=O)(=O)c1ccc(C(=O)Nc2nnc(C3CC3)o2)cc1 (stereo not given),4.0,-1.1,0.4,1.8,1.1,5.7,4.3,-8.3,0.7,0.0,10.4
O=C(Nc1cccc(O)c1)c1ccccc1,0.9,-1.0,3.9,-0.9,0.0,-4.2,0.3,2.2,-1.8,-0.4,-0.2
O=C(O)CC1C(=O)NCCN1Cc1cccs1 (stereo not given),1.7,-1.7,-0.7,-1.5,-0.2,-3.9,-0.9,-1.2,11.5,-0.7,-6.5
COc1ccc(NC(=O)CSc2nnc(Cn3cnc4ccccc43)o2)cc1,2.8,-1.4,-1.1,-0.8,-0.6,-1.6,4.2,-1.8,-1.2,-1.3,-0.3
Cc1ccc(NC(=O)CC(O)(C(F)(F)F)C(F)(F)F)c(Br)c1,0.5,-1.4,-0.6,-1.2,0.1,-1.2,-2.5,3.8,-2.2,0.9,-5.6
Cc1cccc(NS(=O)(=O)c2cc3c(cc2C)N(C)CCO3)c1,0.1,-1.3,-3.4,-1.5,0.7,1.4,2.8,1.7,-9.8,0.0,2.0
COc1ccc(CCNc2ncnc3cc(OC)c(OC)cc23)cc1OC,-4.9,-2.3,-5.8,0.8,-2.6,-5.3,-1.1,-4.4,4.5,-4.7,-8.2

# As a short view, part of the list above:
SMILES,DAX1 inh-1,ssDAF-12 act,hgDAF-12 ag,GAA850 FXN act,DAX1 inh-2,ADAM17 inh,PLC-gamma1 inh,PLC-beta3 inh,HGIII-sPLA2 inh,hcDAF-12 act,ADAM10 inh
CC1(C(=O)NCc2ccc(C(F)(F)F)cc2)CCN1Cc1ccccc1OC(F)F (stereo not given),·,-2.0,-1.1,0.4,-0.8,1.9,-0.9,-0.4,-2.9,-2.4,13.2
Cc1nn(C)cc1C(=O)NNC(=S)Nc1ccccc1,0.3,-1.0,4.7,5.8,1.3,-2.0,0.2,-1.7,-1.3,1.0,6.1

# (listing goes on)
SMILES,DAX1 inh-1,ssDAF-12 act,hgDAF-12 ag,GAA850 FXN act,DAX1 inh-2,ADAM17 inh,PLC-gamma1 inh,PLC-beta3 inh,HGIII-sPLA2 inh,hcDAF-12 act,ADAM10 inh
O=C(C[C@@H]1NS(=O)(=O)OC2CCCCC21)c1ccccc1 (stereo not given in full),0.6,-1.0,1.5,2.3,0.0,-0.1,0.4,2.3,6.3,0.1,4.7
O=C(CC1C(=O)NCCN1C(=O)Nc1ccccc1)Nc1cccc(C(F)(F)F)c1 (stereo not given),-1.5,-1.4,1.0,-0.9,-0.1,1.1,5.4,2.1,-14.9,-0.6,1.5
Cc1cc(C)cc(OCC(=O)N/N=C/c2ccco2)c1,2.4,-1.6,1.4,0.8,-0.4,-0.5,1.2,-6.7,-3.9,-1.7,-4.5
O=c1cc(O)c2c(=O)n(-c3ccccc3)c3c(c2o1)CCCCCC3,-0.1,-0.5,-1.4,-1.4,-0.3,-5.8,-4.4,-5.5,7.1,-1.3,-16.4

# Some of these compounds in order of the DAX1 inh-1 value, smallest number first:
Structure	DAX1 inh-1	ssDAF-12 act	DAX1 inh-2	ADAM17 inh	PLC-gamma1 inh	PLC-beta3 inh	HGIII-sPLA2 inh	hcDAF-12 act	ADAM10 inh
CCN(CC)S(=O)(=O)c1ccc(C)c(NC(=O)CNc2cccc(S(=O)(=O)N3CCCC3)c2)c1	-1.9	-1.6	-5.5	3.3	-0.1	-2.7	-15.1	-1.2	-2.2
COc1ccc(CC(=O)Nc2cccc(SC)c2)cc1	-0.5	0.0	-0.5	-1.7	1.5	4.0	-10.4	0.6	-2.1
COc1ccc(S(N)(=O)=O)cc1C(=O)NCCCN1CCN(c2ccccc2OC)CC1	-0.3	-1.5	-0.5	-2.3	0.2	-3.2	13.1	-4.2	-17.2
N=C1/C(=C\c2ccc(SCc3ccccc3)o2)C(=O)N=C2SC(CC(=O)N3CCOCC3)=NN12	0.7	-1.9	0.7	-5.0	-23.5	-38.9	-24.2	2.6	3.4
COc1cccc(N(C(=O)c2ccco2)C(C(=O)NC2CCCC2)c2ccc(N(C)C)cc2)c1 (stereo not given)	1.0	-0.4	-0.2	-0.3	3.3	-0.3	3.8	2.4	-3.9
